Screening data from PubChem.
EPAC2 antag = qHTS for Antagonist of cAMP-regulated guanine nucleotide exchange factor 2 (EPAC2): primary screen; EPAC2 GEF exchange of Rap1B-BODIPY-GDP, fluorescence; Potency, µM (series often up to 114 µM), inactives show at the top dose activity, negative = inhibition, actives largely listed as inhibitors; 0.18% of 360,000 active; also: % is scaled to controls: 0 for no effect and ±100 for the full control effect; nearly all actives have a fitted effect of over 45% in size; many of its hits are not listed in these tables
Target sequence (Q8WZA2 whole entry, looked up): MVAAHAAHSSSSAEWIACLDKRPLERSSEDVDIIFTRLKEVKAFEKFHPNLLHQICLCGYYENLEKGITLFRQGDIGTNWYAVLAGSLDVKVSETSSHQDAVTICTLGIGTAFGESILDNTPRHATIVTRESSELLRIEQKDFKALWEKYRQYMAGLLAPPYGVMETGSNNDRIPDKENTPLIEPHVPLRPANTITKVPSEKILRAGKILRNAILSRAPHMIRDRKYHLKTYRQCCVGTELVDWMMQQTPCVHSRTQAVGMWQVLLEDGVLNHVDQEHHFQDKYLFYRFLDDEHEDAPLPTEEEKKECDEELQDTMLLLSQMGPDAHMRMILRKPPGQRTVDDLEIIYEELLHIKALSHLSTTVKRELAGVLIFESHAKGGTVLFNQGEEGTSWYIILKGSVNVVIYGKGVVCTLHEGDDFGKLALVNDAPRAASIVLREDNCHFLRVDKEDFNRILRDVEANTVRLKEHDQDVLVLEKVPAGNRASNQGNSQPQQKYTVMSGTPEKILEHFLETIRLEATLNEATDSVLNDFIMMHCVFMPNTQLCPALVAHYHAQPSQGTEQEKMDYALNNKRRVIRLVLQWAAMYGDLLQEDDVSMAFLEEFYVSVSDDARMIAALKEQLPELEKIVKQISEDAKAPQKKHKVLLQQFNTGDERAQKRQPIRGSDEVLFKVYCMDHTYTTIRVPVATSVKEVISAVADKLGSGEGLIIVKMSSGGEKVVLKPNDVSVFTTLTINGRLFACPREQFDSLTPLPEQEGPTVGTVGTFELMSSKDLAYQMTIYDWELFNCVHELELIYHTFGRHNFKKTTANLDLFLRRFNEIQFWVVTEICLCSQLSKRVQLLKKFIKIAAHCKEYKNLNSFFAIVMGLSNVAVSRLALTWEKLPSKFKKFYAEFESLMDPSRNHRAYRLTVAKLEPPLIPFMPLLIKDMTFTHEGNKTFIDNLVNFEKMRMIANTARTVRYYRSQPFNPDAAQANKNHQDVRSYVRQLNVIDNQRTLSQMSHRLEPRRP
ATXN viability = Viability Counterscreen for Primary qHTS for Inhibitors of ATXN expression; S2 cells (HEK-293 line with an ATXN2-luciferase reporter) viability, CellTiter-Fluor protease fluorescence, 24 h; Potency, µM (doses to about 56.7 µM), actives largely listed as cytotoxic; 0.49% of 400,000 active; also: nearly all actives have a fitted effect of over 40% in size
Nrf2 inh = Nrf2 qHTS screen for inhibitors. A549 ARE-Fluc reporter, luciferase luminescence, 18-24 h. Potency, µM (top dose mostly 46 µM), without a hit: at the highest dose activity change, negative = inhibition, usual class: inhibitors. 2.1% of 360,000 active. AID 504444, 2011; also: % is scaled to controls: 0 for no effect and ±100 for the full control effect; nearly all actives have a fitted effect of over 60% in size
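In this cell-based qHTS, ARE-driven firefly luciferase in A549 cells reports Nrf2 activity; the luminescent signal after BugLite lysis is the measured value, with a prior CellTiter-Fluor read for cell health.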
A549 viability = Nrf2 qHTS screen for inhibitors: counterscreen for cytotoxicity; 0.16% of 390,000 active; Potency, µM (highest dose often 46 µM), inactives show top-dose activity change, negative = cytotoxicity, actives largely listed as inhibitors; A549 ARE-Fluc cells, CellTiter-Fluor viability, 18-24 h; AID 504648, 2011; also: % is scaled to controls: 0 for no effect and ±100 for the full control effect
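A549 ARE_Fluc cells in 5% FBS OPTI-MEM were exposed to compounds in concentration-response for 18-24 h at 37 deg C. Viability was read by CellTiter-Fluor fluorescence (Ex 405/Em 525) after 30 min, before the luciferase read.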
MCF10A rereplic = A quantitative high throughput screen for small molecules that induce DNA re-replication in MCF 10a normal breast cells | MCF 10A DNA re-replication, Hoechst nuclear intensity, 48 h | Potency, µM (highest dose often 46.1 µM), for inactives: top-dose activity, positive = re-replication, actives largely listed as activators | 2.9% of 350,000 active | AID 624296, 2012; also: % of control where 0% means no effect; nearly all actives have a fitted effect of over 50% in size
* hit, by the source's call; i = inactive; ? = inconclusive; . = not tested or not shown; [ ] = another dose, or the depositor's remark. Calls follow the shape of the dose curve; as a rule, active = well fitted curve in the direction sought with a large enough effect; inconclusive = small, poorly fitted or top-dose-only effect, or another doubt; inactive = no such curve, though single readings can be large; an effect the other way counts as inactive or inconclusive. Potency is read from the fitted curve at half-maximal effect.

SMILES	EPAC2 antag	ATXN viability	Nrf2 inh	A549 viability	MCF10A rereplic
O=[N+]([O-])c1ccccc1	.	.	.	.	0%
C[C@@]12CCC(=O)C=C1C=C[C@H]1[C@H]3CC[C@](O)(CCC(=O)O)[C@]3(C)CC[C@@H]12	.	.	.	.	3%[20.6 µM]
CN1CCN(C(=O)OC2c3nccnc3C(=O)N2c2ccc(Cl)cn2)CC1 (stereo not drawn)	.	.	.	.	8%
CCN(CC)C(=O)N[C@@H]1C=C2c3cccc4[nH]cc(c34)C[C@H]2N(C)C1	.	.	.	.	11%
CN1C[C@H](C(=O)N[C@]2(C)O[C@@]3(O)C4CCCN4C(=O)[C@H](Cc4ccccc4)N3C2=O)C[C@@H]2c3cccc4[nH]cc(c34)C[C@H]21 (stereo partly drawn)	.	.	.	.	4%
CN(C)[C@@H]1C(=O)C(C(N)=O)=C(O)[C@]2(O)C(=O)C3=C(O)c4c(O)ccc(Cl)c4[C@](C)(O)[C@H]3C[C@@H]12	.	.	.	.	-4%[20.6 µM]
C[C@H](NC(C)(C)C)C(=O)c1cccc(Cl)c1	.	.	.	.	3%
CCOC(=O)/C=C(C)/C=C/CC(C)CCCC(C)C (stereo not drawn)	.	.	.	.	0%
O=C1CC[C@@]2(O)C3Cc4ccc(O)c5c4C2(CCN3CC2CC2)[C@H]1O5 (stereo partly drawn)	.	.	.	.	-4%
CCCC(C)(COC(N)=O)COC(N)=O	.	.	.	.	-1%
S=C(S)N1CCNCC1	.	.	.	.	0%
C[N+]1([O-])[C@@H]2CC(OC(=O)[C@@H](CO)c3ccccc3)C[C@@H]1[C@H]1O[C@H]12 (stereo partly drawn)	.	.	.	.	10%
OCC(O)[C@H]1O[C@@H]2O[C@H](C(Cl)(Cl)Cl)O[C@@H]2[C@H]1O (stereo partly drawn)	.	.	.	.	-5%
CN[C@H]1C[C@H]2O[C@@](C)([C@H]1OC)n1c3ccccc3c3c4c(c5c6ccccc6n2c5c31)C(=O)NC4	.	.	.	.	?
CCC1(c2ccccc2)C(=O)NC(=O)N(C(=O)c2ccccc2)C1=O (stereo not drawn)	.	.	.	.	-2%
CCCN1CCCC2Cc3nc(N)ncc3CC21 (stereo not drawn)	.	.	.	.	0%
CCON=O	.	.	.	.	0%
O=C1CN=C(c2ccccc2)c2cc(Cl)ccc2N1CC1CC1	.	.	.	.	-1%
CCN[C@]1(c2cccs2)CCCCC1=O	.	.	.	.	0%[20.6 µM]
CC(CCC(=O)O)C1CCC2C3C(=O)C[C@@H]4CC(=O)CC[C@@]4(C)C3CC(=O)[C@]12C (stereo partly drawn)	.	.	.	.	10%
CN1[C@H]2CC(OC(=O)[C@H](CO)c3ccccc3)C[C@H]1[C@H]1O[C@H]12 (stereo partly drawn)	.	.	.	.	2%
CN1C(=O)C(=Cc2ccc(-c3cccc(Cl)c3)o2)C(=O)N(C)C1=O	.	.	.	.	?
C[C@@]12CC[C@H]3[C@@H](CC[C@@H]4C[C@H]5S[C@H]5C[C@]43C)[C@H]1CC[C@H]2O	.	.	.	.	10%[20.6 µM]
NC(=O)CN1CC(O)CC1=O (stereo not drawn)	.	.	.	.	1%
CC([C@H](O)c1ccccc1)N(C)C (stereo partly drawn)	.	.	.	.	-4%

Three records picked at random from the list so far, as already listed:
SMILES	EPAC2 antag	ATXN viability	Nrf2 inh	A549 viability	MCF10A rereplic
CCN[C@]1(c2cccs2)CCCCC1=O	.	.	.	.	0%[20.6 µM]
O=C1CC[C@@]2(O)C3Cc4ccc(O)c5c4C2(CCN3CC2CC2)[C@H]1O5 (stereo partly drawn)	.	.	.	.	-4%
CC([C@H](O)c1ccccc1)N(C)C (stereo partly drawn)	.	.	.	.	-4%

Other structures.
SMILES	EPAC2 antag	ATXN viability	Nrf2 inh	A549 viability	MCF10A rereplic
CC(=O)O[C@H]1C[C@H](O[C@H]2[C@@H](O)CC(O[C@H]3[C@@H](O)C[C@H](O[C@H]4CC[C@@]5(C)[C@H](CC[C@@H]6[C@@H]5CC[C@]5(C)[C@@H](C7=CC(=O)OC7)CC[C@]65O)C4)O[C@@H]3C)O[C@@H]2C)O[C@H](C)[C@H]1O[C@@H]1O[C@H](CO)[C@@H](O)[C@H](O)[C@H]1O (stereo partly drawn)	.	.	.	.	?
COC(=O)[C@@H]1[C@@H]2C[C@H]3c4[nH]c5cc(OC)ccc5c4CCN3C[C@@H]2C[C@H](OC(=O)/C=C\c2cc(OC)c(OC)c(OC)c2)[C@H]1OC	.	.	.	.	11%[20.6 µM]
Oc1cc(Cl)c(Cl)cc1Cl	.	.	.	.	2%
Cc1nnc2n1-c1ccc(Cl)cc1C(c1ccccc1)=NC2	.	.	.	.	19%
CC(=O)OO	.	.	.	.	-3%
NCC[C@H](O)C(=O)N[C@H]1C[C@@H](N)[C@@H](O[C@H]2O[C@@H](CN)[C@@H](O)[C@@H](O)[C@@H]2N)[C@@H](O[C@H]2O[C@@H](CO)[C@@H](O)[C@@H]2O)[C@@H]1O	.	.	.	.	1%[20.6 µM]
CN1C[C@H](C(=O)N[C@]2(C)O[C@]3(O)[C@H]4CCCN4C(=O)[C@H](Cc4ccccc4)N3C2=O)C[C@H]2c3cccc4[nH]cc(c34)C[C@@H]21	.	i	.	.	.
CC(C)C[C@H]1C(=O)N2CCC[C@H]2[C@]2(O)O[C@](NC(=O)[C@@H]3C[C@@H]4c5cccc6[nH]cc(c56)C[C@H]4N(C)C3)(C(C)C)C(=O)N12	.	?	.	.	.
Cc1nnc2n1-c1sc(Br)cc1C(c1ccccc1Cl)=NC2	.	i	.	.	.
CCC(=O)O[C@H]1[C@@H](N2CCCCC2)C[C@H]2[C@@H]3CC[C@H]4C[C@H](OC(C)=O)[C@@H](N5CCCCC5)C[C@]4(C)[C@H]3CC[C@@]21C	.	?	.	.	.
COc1ccc(OC)c(C[C@H](C)N)c1	.	i	.	.	.
C#C[C@]1(OC(=O)CCCCCC)CC[C@H]2[C@@H]3CCC4=CC(=O)CC[C@@H]4[C@H]3CC[C@@]21C	.	?	.	.	.
COc1ccc(OC)c([C@H](O)[C@H](C)N)c1	.	i	.	.	.
NC[C@@H](CC(=O)O)c1ccc(Cl)cc1	.	i	.	.	.
CC(C)c1c(C(=O)NC(c2cccnc2)C(F)(F)F)cnn1-c1nccc(-c2cccs2)n1 (stereo not drawn)	.	i	.	.	.
C[C@]12CCC(=O)C[C@@H]1CC[C@@H]1[C@@H]2CC[C@@]2(C)[C@H]1CC[C@]2(C)O	.	i	.	.	.
C/C=C1\C[C@H](C)[C@@](O)(CO)C(=O)OCC2=CCN3CC[C@@H](OC1=O)[C@@H]23	.	i	.	.	.
CCNC1(c2cccs2)CCCCC1=O (stereo not drawn)	.	i	.	.	.
CO[C@H]1C=C2CCN(C)[C@@H]2[C@@H]2c3cc4c(cc3C(=O)O[C@H]21)OCO4	.	i	.	.	.
COc1cc2c(c(OC)c1OC)-c1ccc(O)c(=O)cc1[C@H](N)CC2	.	i	.	.	.
CCN(CC)C(=O)N[C@H]1C=C2c3cccc4[nH]cc(c34)C[C@@H]2N(C)C1	.	i	.	.	.
COc1cc2c(cc1OC)[C@H](C)NCC2	.	i	.	.	.
COP(=O)(OC)[C@@H](O)C(Cl)(Cl)Cl	.	i	.	.	.
CC[N@+]1(C)CCC[C@@H](OC(=O)C(O)(c2ccccc2)c2ccccc2)C1	.	i	.	.	.
C=C1C/C(=C\C)C(=O)O[C@@H]2CCN3CC=C(COC(=O)[C@@]1(C)O)[C@H]23	.	i	.	.	.

Remaining list, next part:
SMILES	EPAC2 antag	ATXN viability	Nrf2 inh	A549 viability	MCF10A rereplic
CC(=O)O[C@H]1C[C@H](O[C@H]2[C@@H](O)C[C@H](O[C@H]3[C@@H](O)C[C@H](OC4CC[C@@]5(C)C(CC[C@@H]6[C@@H]5CC[C@]5(C)[C@@H](C7=CC(=O)OC7)[C@@H](O)C[C@]65O)C4)O[C@@H]3C)O[C@@H]2C)O[C@H](C)[C@H]1O[C@@H]1O[C@H](CO)[C@@H](O)[C@H](O)[C@H]1O (stereo partly drawn)	.	?	.	.	.
Oc1ccc2c3c1O[C@H]1[C@@H](O)CC[C@]4(O)[C@H](C2)N(CC2CCC2)CC[C@@]314	.	i	.	.	.
CN(C)[C@@H]1C(=O)C(C(N)=O)=C(O)[C@]2(O)C(=O)C3=C(O)c4c(O)cccc4[C@@](C)(O)[C@H]3[C@H](O)[C@@H]12	.	i	.	.	.
CC[C@H](CO)NC(=O)[C@H]1C=C2c3cccc4[nH]cc(c34)C[C@@H]2N(C)C1	.	i	.	.	.
CN1C[C@H](CO)C=C2c3cccc4[nH]cc(c34)C[C@@H]21	.	i	.	.	.
O=C(NCNC(=O)N[C@H]1C(=O)NC(=O)N1CO)N[C@H]1C(=O)NC(=O)N1CO	.	i	.	.	.
CCc1cc(OC)c(C[C@@H](C)N)cc1OC	.	?	.	.	.
C[C@@]12CC[C@@H](c3cc4c(cc3C1)OCO4)N2c1ccccc1	-22%	.	.	.	.
Cc1ccc(C(O)(C(=O)OC(C)C)C(O)c2ccccc2)cc1 (stereo not drawn)	-9%	.	.	.	.
O=NN(CCF)C(=O)NC1CCC(=O)NC1=O (stereo not drawn)	3%	.	.	.	.
COC(=O)[C@@]12C[C@@H](CC(=O)NCc3cccc(C(F)(F)F)c3)C(=O)N(Cc3ccco3)C1=CCC(C)(C)C2	?	.	.	.	.
COc1ccc(CCN)cc1S(N)(=O)=O	4%	.	.	.	.
Cc1c(P(=S)(c2ccccc2)c2ccccc2)[n+]2ccccc2n1CCCc1ccccc1	.	.	?	-14%	.
CCc1nn2c(=O)c(C)c(N3CCNCC3)nc2s1	.	.	-3%	-11%	.

In the list so far, these have a thiophene ring, fused or not.
SMILES	EPAC2 antag	ATXN viability	Nrf2 inh	A549 viability	MCF10A rereplic
CCN[C@]1(c2cccs2)CCCCC1=O	.	.	.	.	0%[20.6 µM]
Cc1nnc2n1-c1sc(Br)cc1C(c1ccccc1Cl)=NC2	.	i	.	.	.
CC(C)c1c(C(=O)NC(c2cccnc2)C(F)(F)F)cnn1-c1nccc(-c2cccs2)n1 (stereo not drawn)	.	i	.	.	.
CCNC1(c2cccs2)CCCCC1=O (stereo not drawn)	.	i	.	.	.

Some of the entries so far, with values under each structure.
Order of results – EPAC2 antag, ATXN viability, Nrf2 inh, A549 viability, MCF10A rereplic
C[C@@]12CC[C@H]3[C@@H](CC[C@@H]4C[C@H]5S[C@H]5C[C@]43C)[C@H]1CC[C@H]2O
  ., ., ., ., 10%[20.6 µM]
CCC(=O)O[C@H]1[C@@H](N2CCCCC2)C[C@H]2[C@@H]3CC[C@H]4C[C@H](OC(C)=O)[C@@H](N5CCCCC5)C[C@]4(C)[C@H]3CC[C@@]21C
  ., ?, ., ., .
NC(=O)CN1CC(O)CC1=O (stereo not drawn)
  ., ., ., ., 1%
O=[N+]([O-])c1ccccc1
  ., ., ., ., 0%
Oc1cc(Cl)c(Cl)cc1Cl
  ., ., ., ., 2%

An excerpt; rates above refer to the full screens.
